Source: PubChem (several laboratories)
HIF act: HIF pathway transcriptional activation; U2OS HRE-luciferase reporter, luminescence; normalized: DMSO 0%, desferrioxamine 100%; activation, % at 7.5 µM (by protocol); 0.32% of 300,000 active; AID 1910;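 active = mean activation of at least 10% of the iron chelator positive control signal, with at least half of replicates also reaching 10%; inconclusive = mean and replicate majority disagree about reaching 10%; inactive = mean and most replicates under 10%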
IEC-6 tox: kills IEC-6 intestinal cells in KLF5 counter-screen | 0.78% of 290,000 active | inhibition, % at 5 µM | IEC-6 cytotoxicity, luminescence viability | AID 1825; in the data active = inhibition above about 22%;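 note: 0% = plate median of test compound wells and 100% = cytotoxic reference compound wells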
HDAC3 inh: blocks human histone deacetylase 3; O15379; recombinant HDAC3, fluorogenic peptide/trypsin coupled, fluorescence; inhibition, % at 8.3 µM; 0.15% of 320,000 active; AID 2718; in the data active = inhibition above about 26%, passing the limit was not always enough; inconclusive = no clear call, values can overlap the other calls
Target sequence (O15379 whole entry, looked up): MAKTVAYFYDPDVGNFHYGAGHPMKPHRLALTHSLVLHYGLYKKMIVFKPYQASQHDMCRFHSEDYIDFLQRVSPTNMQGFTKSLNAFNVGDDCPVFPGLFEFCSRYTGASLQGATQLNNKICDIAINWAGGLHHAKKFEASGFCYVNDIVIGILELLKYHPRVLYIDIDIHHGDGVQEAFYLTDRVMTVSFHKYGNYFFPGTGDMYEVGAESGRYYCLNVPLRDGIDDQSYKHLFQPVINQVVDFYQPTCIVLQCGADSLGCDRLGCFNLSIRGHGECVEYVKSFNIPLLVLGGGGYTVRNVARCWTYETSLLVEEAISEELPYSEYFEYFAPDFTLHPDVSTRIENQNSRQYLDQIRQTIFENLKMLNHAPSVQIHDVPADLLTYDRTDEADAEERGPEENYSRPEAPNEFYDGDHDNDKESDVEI
AI-2 QS modul: modulates the Vibrio harveyi AI-2 quorum sensing system. Vibrio harveyi JMH597 AI-2 luminescence/OD600 ratio, 9 h; active compounds read low; strain lacks LuxN and CqsS sensors; 0 = neutral-control median. activity change, % at 7.5 µM. 0.4% of 300,000 active. AID 2094; in the data active = activity change below about -75%, passing the limit was not always enough; inconclusive = no clear call, values can overlap the other calls;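 note: luminescence divided by OD600 gain over 9 h not by final OD600 alone; inactives centre near 13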
HSF-1 act: increases HSF-1 driven luciferase reporter signal; NIH3T3-HGL HSF-1 luciferase reporter, MG132, 8 h; 100% = twice DMSO control signal; activation, % at 9 µM; AID 504408; 1.7% of 300,000 active;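 active = mean replicate activation of at least 50% with a set share of replicates each reaching 50%; inconclusive = only one of those two conditions met; inactive = mean below 50% and too few replicates reaching it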;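 note: 0% = median of the neutral control wells and 100% = twice that signal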
KLF5 inhibitor: suppresses KLF5 promoter-driven expression; inhibition, % at 5 µM; AID 1700; DLD-1 KLF5 promoter-luciferase reporter, luminescence; 0.23% of 290,000 active;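 active = inhibition above a per-plate limit of that plate's mean compound inhibition plus 3 SD, cut at about 60% in these data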;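 note: 0% = DMSO wells and 100% = LY294002 at 200 µM; higher means less KLF5 promoter-driven luciferase light; inactives centre near -14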
HSF1 inh: HSF1 inhibition; NIH3T3-HGL HSE-luciferase, MG132-induced, luminescence 8 h; active compounds read low; activity change, negative = inhibition, % at 7.5 µM (by protocol); 0.77% of 300,000 active; AID 2098;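 active = more than half of replicate wells show activity change below -50%, luminescence cut by over half; inconclusive = some wells, but at most half, below -50%; inactive = no replicate well below -50%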;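 note: luciferase reports HSF-1 transcriptional activity via heat shock element; 0% = median of DMSO wells and -100% = zero luminescence signal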
Platelet DG rel: modulates dense granule release in human platelets | human platelet-rich plasma, SFLLRN dense granule ATP release, luminescence | inhibition, %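 (compounds screened at 7.5 µM in platelet-rich plasma)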 | AID 1663 | 0.22% of 300,000 active;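 active = mean replicate score, as percent of positive control, at or above 50; inconclusive = mean below 50 but at least one replicate at or above 50; inactive = mean and every replicate below 50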
aSyn 5UTR inh: 5' untranslated region of α-synuclein, MLPCN primary screen. inhibition, % (tested at 7.5 µM). alpha-synuclein 5'UTR reporter, inhibitor activity. 0.82% of 300,000 active; in the data active = inhibition above about 60%; inconclusive = no clear call, values can overlap the other calls;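 note: H4 neuroglioblastoma cells stably carrying SNCA 5'UTR luciferase fusion; 0% = DMSO wells and 100% = positive control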
HSP90 refold inh: inhibitors of HSP90 luciferase refolding in rabbit reticulocyte lysate; luciferase refolding luminescence, 3 h; inhibition, % at 5.6 µM; 0.91% of 290,000 active; AID 1789;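 active = inhibition above the screen-wide mean plus 3 SD, computed separately per campaign, cut at about 16% in these data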;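 note: 0% = DMSO wells and 100% = 60 µM geldanamycin wells; inhibitors lower the luminescence because luciferase stays unfolded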
* marks the source's active call; other numbers are inactive results; ? = inconclusive; · = not tested or not shown.

SMILES	HIF act	IEC-6 tox	HDAC3 inh	AI-2 QS modul	HSF-1 act	KLF5 inhibitor	HSF1 inh	Platelet DG rel	aSyn 5UTR inh	HSP90 refold inh
O=C(CSc1nc2c(c(=O)n1-c1ccc(F)cc1)SCC2)NCc1ccco1	·	6	-5	·	·	-32	·	·	·	4
O=C(Nc1nnc(C2CC2)s1)c1cccs1	1.6	6	9	-5	-4	-131	18	6	-74	0
O=c1oc2ccccc2n1Cc1cccc(Cl)c1	0.0	-1	6	-9	10	-11	-6	-5	1	2
Cc1cccc(-c2nc3cc(NC(=O)C4CCCO4)ccc3o2)c1 (stereo not drawn)	-1.5	3	-80	13	-39	-163	-32	59*	72*	5
N#Cc1cc(Sc2ccccn2)c(Sc2ccccn2)cc1C#N	-0.2	2	8	18	14	14	10	1	-5	2
O=C1NC(=O)C(c2ccc(F)cc2)N1 (stereo not drawn)	-31	1	2	24	-20	-55	-2	0	-5	-3
CCOc1ccc(N(CC(=O)Nc2ccccc2C)S(=O)(=O)c2c(C)[nH]c(=O)[nH]c2=O)cc1	-0.1	9	9	14	10	-18	0	-1	5	-3
Oc1[nH]c2ccccc2c1C1=NCCCCC1	0.1	2	-3	5	-7	-5	-7	-6	-28	3
O=C(NCCOC(=O)c1cccs1)c1cccnc1	-0.1	2	6	18	-3	-7	-8	9	-2	0
O=C(NNc1c(Cl)cc(Cl)cc1Cl)c1cccc([N+](=O)[O-])c1	1.3	12	-11	2	-43	16	-30	-2	-10	2
COc1ccc(C(=O)CSc2nnc(-c3ccco3)n2CC2CCCO2)cc1 (stereo not drawn)	0.1	-9	3	3	12	8	-6	-14	5	-2
O=C1CC(SC(=Nc2ccccc2)Nc2ccccc2)C(=O)N1c1cccc(Cl)c1 (stereo not drawn)	-0.4	-4	10	2	11	2	17	5	-4	-2
CC(C)CCNC(=O)COc1ccc2c(c1)C(=O)CC(C)(C)O2	1.8	2	-34	-4	20	-68	17	-3	-27	10
CC1CCN(C(=O)COC(=O)c2n[nH]c3ccccc23)CC1	1.6	5	6	17	38	-84	25	36	-144	0
O=C(Nc1ccccc1C(=O)NCc1ccccc1)c1ccccc1	-0.6	1	3	-10	6	-6	-3	5	26	-1
Cc1cc(F)c(F)c(C(=O)N2CCCCC2C)c1Cl (stereo not drawn)	-0.9	-5	-9	16	6	-15	-11	11	-4	-4
CC(Cc1ccccc1)NC(=O)CC(c1ccccc1)c1ccccc1O (stereo not drawn)	-0.2	0	-4	0	12	-30	9	-2	19	-2
COc1ccccc1N1C(=O)CCC1(C#N)c1ccccc1 (stereo not drawn)	-0.1	7	-15	13	-13	-38	-5	3	21	1
COc1ccc(C(=O)N/N=C(\C)CC(=O)NC2CCCCC2)c(OC)c1	-0.1	5	2	20	24	-25	-2	6	-6	1
CC(C(=O)Nc1ccccc1C(=O)N1CCOCC1)N(c1ccc(Cl)cc1)S(C)(=O)=O (stereo not drawn)	-0.5	6	7	9	-12	17	-3	-5	7	3
C=CCOc1ccc(Br)cc1CNC(C)(C)C	0.1	-8	-5	11	-8	-26	-7	-4	3	-2
CC(C)(C)C(=O)[C@H]1[C@H](c2ccccc2)[C@@]2(N=C(c3ccccc3)OC2=O)C2c3ccccc3C=NN21 (stereo partly drawn)	2.6	4	5	23	20	-5	12	1	-83	0
COCCNS(=O)(=O)c1ccc(Cl)c(C(=O)NC2CCN(Cc3ccccc3)CC2)c1	-1.1	5	1	·	-12	-7	-2	-5	-4	2
Cn1c(=O)oc2cc(S(=O)(=O)NCc3ccccc3)ccc21	-0.1	-6	-9	8	30	-19	5	-8	0	0
CCOc1ccc(NC(=O)c2ccc(NS(=O)(=O)c3cccs3)cc2)cc1	0.5	-2	0	·	9	-20	-3	-10	-29	4
CCc1ccc(C(=O)Nc2ccc3c(c2)n(C)c(=O)n3C)cc1	1.7	10	-8	9	12	-50	19	1	-60	10
CCCCOc1ccc(C2CC(=O)NC2=O)cc1 (stereo not drawn)	0.2	6	-1	13	1	-49	0	-3	-7	4
CCN(CC(=O)NC1CCS(=O)(=O)C1)S(=O)(=O)c1ccc2ccccc2c1 (stereo not drawn)	-0.5	-1	-6	7	-36	-20	-19	-3	6	-7
FC(F)(F)c1ccccc1CN1CCCC(N2CCN(c3ccccc3)CC2)C1 (stereo not drawn)	-20	4	1	16	-10	-31	-3	-3	2	-4
COc1cc(/C=C/C(=O)O)cc(S(=O)(=O)Nc2ccc3nc(SC)sc3c2)c1OC	-0.5	-7	10	26	-12	11	-11	0	-1	-5
Cc1cc(C(=O)O)ccc1-c1ccc(CO)o1	-0.4	-4	-53	32	9	-5	4	-2	-22	11
Cc1cc([N+](=O)[O-])nn1CCCC(=O)Nc1c(C)n(C)n(-c2ccccc2)c1=O	-0.2	5	5	-8	-13	-8	-6	8	-7	0
COc1cccc(Oc2ccc(C(F)(F)F)cc2NC(=O)CCc2nc3ccccc3c(=O)[nH]2)c1	0.6	1	19	12	21	-15	13	-1	-28	2
Cc1ccc(-c2cn(-c3ccccc3)c(SCC(N)=O)n2)cc1C	5.8	-2	2	8	-14	-18	-12	-5	-67	-4
Cc1ccc(C)c(NC(=O)CCc2c(C)nn(-c3ccc(N4CCCCC4)nn3)c2C)c1	0.3	-1	3	6	22	-32	18	-6	2	-5
CC(C)NS(=O)(=O)c1ccc(OCC(=O)N2CCCC2)c(Cl)c1	-0.2	-6	4	23	-62	-17	-53*	-34	6	-2
CN1CCN(C(=S)Nc2cccc(C(F)(F)F)c2)CC1	0.0	3	2	5	0	-13	-6	14	2	3
COc1ccc(CNC(=O)C2CCN(C(=O)N(C)C)CC2)c(OC)c1	-0.1	0	-7	4	-1	-20	-1	-2	-6	1
CSCC(C)N1CCC(n2nccc2NC(=O)CCCc2ccccc2)CC1 (stereo not drawn)	-0.1	-4	-9	20	-13	-15	3	8	13	5
Cc1ncc(CN2CCC(CO)(CCc3ccccc3)CC2)s1	0.0	-6	7	3	21	-16	-2	3	-3	0

Molecules from the list above that contain a nitro group on carbon, in the order listed:
SMILES	HIF act	IEC-6 tox	HDAC3 inh	AI-2 QS modul	HSF-1 act	KLF5 inhibitor	HSF1 inh	Platelet DG rel	aSyn 5UTR inh	HSP90 refold inh
O=C(NNc1c(Cl)cc(Cl)cc1Cl)c1cccc([N+](=O)[O-])c1	1.3	12	-11	2	-43	16	-30	-2	-10	2
Cc1cc([N+](=O)[O-])nn1CCCC(=O)Nc1c(C)n(C)n(-c2ccccc2)c1=O	-0.2	5	5	-8	-13	-8	-6	8	-7	0

More entries:
SMILES	HIF act	IEC-6 tox	HDAC3 inh	AI-2 QS modul	HSF-1 act	KLF5 inhibitor	HSF1 inh	Platelet DG rel	aSyn 5UTR inh	HSP90 refold inh
COc1ccccc1CNC(=O)c1ccc2c(=O)n(CCCN3CCCC3=O)c(=S)[nH]c2c1	-0.3	0	-12	-1	8	9	1	-4	3	0
ON=C1/C(=N\O)CC2(C/C1=N/O)OCCO2	-0.4	4	-1	15	10	19	1	-1	4	5
C=CCNC(=O)C1CC(c2cccc(OC)c2)=NO1 (stereo not drawn)	-0.3	-3	3	17	3	-28	-5	-3	-7	-1
CSc1nn2c(C(F)(F)F)cc(C(F)(F)F)nc2c1C(=O)O	-0.6	-1	2	23	40	-3	-5	-9	0	4
COc1ccc(/C=N/NC(=O)c2ccc(F)cc2)cc1CN1CCc2cc(OC)c(OC)cc2C1C (stereo not drawn)	0.1	1	3	23	-6	3	-7	4	-6	4
Cc1ccc(OCC(O)CN2CCCC2)cc1 (stereo not drawn)	-1.6	-10	2	22	1	-9	-5	-4	11	-5
COC(=O)c1cc(=O)nc2scc(C)n12	-0.4	0	-3	-1	-7	-3	-6	1	-14	7
Cc1nnc(C)n1/N=C/c1ccc(-c2ccccc2Cl)o1	-0.2	0	13	22	5	-4	11	4	-8	5
O=C(Nc1ccc(Cl)cc1Cl)c1csc(-c2cccnc2)n1	1.2	9	-11	17	33	16	8	-5	-72	2
Cc1nnc(SCC(=O)Nc2ccc(N3CCOCC3)cc2)o1	-0.2	-4	8	35	-5	-16	-6	-5	-7	2
CC1=CC(C)(C)N2C(=O)C3(NCCc4c3[nH]c3ccccc43)c3cc(C)cc1c32 (stereo not drawn)	·	9	0	17	·	0	·	-1	44	0
O=C(NCC1CCCO1)C1CCC(=O)N1Cc1ccc(F)cc1 (stereo not drawn)	0.0	-5	0	25	-4	-11	-5	6	-11	-1
C=CCN1C(=O)C(CC(=O)Nc2ccc(OCC)cc2)N(Cc2ccccn2)C1=S (stereo not drawn)	0.5	-4	1	-1	-13	3	0	-5	0	-1
CCOc1cccc(CN2CCCC(C(=O)c3cccc(C(F)(F)F)c3)C2)c1O (stereo not drawn)	0.5	-2	7	29	13	13	8	1	-1	0
C=CCn1c(SCC(=O)NCC2CCCO2)nc2scc(-c3ccccc3)c2c1=O (stereo not drawn)	0.5	1	4	7	-12	-25	-1	-4	3	2
CCCCN1C[C@H](Cc2ccccc2)[C@@H](CC(=O)Nc2ccccc2)C1=O	0.1	-5	3	0	-4	8	-4	1	-6	-3
Cc1ccsc1-c1nc(C(N)=O)c2[nH]c(=O)n(-c3ccc(Cl)cc3)c2n1	0.0	9	0	24	-7	4	-6	13	-14	-1
Nc1c(Cl)cc(C2=NCCn3nc4cc(C(F)(F)F)ccc4c32)cc1Cl	-2.4	·	?	15	-17	·	2	-1	-27	·
CCOC(=O)CSc1nc(N)c(C#N)c(-c2cccs2)c1C#N	-0.2	-2	-1	-1	7	-11	9	-10	-1	0
CCOc1cc(/C=N/n2nnnc2N)ccc1OCc1c(C)no[n+]1[O-]	-0.3	11	1	25	3	-39	1	1	-34	-1
CCN(CC)S(=O)(=O)c1ccc(C)c(NS(=O)(=O)c2cc(/C=C/C(=O)O)cc(OC)c2OC)c1	-0.8	0	1	14	2	-13	2	0	19	-2
Cc1cc(-n2c(SCc3ccccc3F)nc3n[nH]c(C)c3c2=N)ccc1Cl	-0.7	2	5	32	28	9	12	-5	39	-1
Cc1ccc(C(=O)OC(C)C(=O)Nc2ccc(S(N)(=O)=O)cc2)cc1S(=O)(=O)N1CCOCC1 (stereo not drawn)	-0.5	·	·	-5	0	·	-2	-17	-1	·
O=C(/C=C/c1ccc(Br)cc1)NC(=O)c1ccccc1O	0.8	8	2	16	161*	-36	127	0	-162	-2
CCOc1ccccc1C(=O)NCc1ccco1	0.3	-6	1	10	17	19	6	-1	14	-1
CCOC(=O)c1c(C)c(C(=O)NCC2CCCO2)c(C)n1C (stereo not drawn)	0.1	4	0	19	-1	-12	-1	-1	8	-1
O=C(Nc1cccc(NC(=O)c2sc3ccccc3c2Cl)c1)c1ccco1	0.3	6	5	22	6	-6	-2	-9	-50	3
O=C(Cn1ccc(C(F)(F)F)n1)N=Nc1c(O)[nH]c2ccc(Br)cc12	-0.3	-1	7	15	-2	1	-4	-1	-13	3
CCOc1ccc(S(=O)(=O)N2CCOCC2)cc1[N+](=O)[O-]	0.0	-3	-2	-9	-20	7	-3	-1	15	5
O=C(c1ccccc1)N(Cc1ccco1)C1CCS(=O)(=O)C1 (stereo not drawn)	-0.2	2	-1	-3	14	-8	1	-2	-5	-1
O=C1NCCC/C1=N/Nc1ccc(F)cc1	0.1	-6	-2	14	0	-18	1	10	-6	-5
